RBX1-CUL1 inh = blocks human RBX1-Cullin-1 di-ubiquitin formation | P62877+Q13616 | inhibition, % at 10 µM | actives 0.6% (n = 140,000) | AID 1347404 | in vitro K48 di-Ub FRET, acceptor:donor ratio, 45 min; in the data active = inhibition above about 25%
Target sequence (P62877 whole entry, looked up): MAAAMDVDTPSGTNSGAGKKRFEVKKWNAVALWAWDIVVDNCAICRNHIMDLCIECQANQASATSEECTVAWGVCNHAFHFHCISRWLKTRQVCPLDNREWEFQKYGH
Target sequence (Q13616 whole entry, looked up): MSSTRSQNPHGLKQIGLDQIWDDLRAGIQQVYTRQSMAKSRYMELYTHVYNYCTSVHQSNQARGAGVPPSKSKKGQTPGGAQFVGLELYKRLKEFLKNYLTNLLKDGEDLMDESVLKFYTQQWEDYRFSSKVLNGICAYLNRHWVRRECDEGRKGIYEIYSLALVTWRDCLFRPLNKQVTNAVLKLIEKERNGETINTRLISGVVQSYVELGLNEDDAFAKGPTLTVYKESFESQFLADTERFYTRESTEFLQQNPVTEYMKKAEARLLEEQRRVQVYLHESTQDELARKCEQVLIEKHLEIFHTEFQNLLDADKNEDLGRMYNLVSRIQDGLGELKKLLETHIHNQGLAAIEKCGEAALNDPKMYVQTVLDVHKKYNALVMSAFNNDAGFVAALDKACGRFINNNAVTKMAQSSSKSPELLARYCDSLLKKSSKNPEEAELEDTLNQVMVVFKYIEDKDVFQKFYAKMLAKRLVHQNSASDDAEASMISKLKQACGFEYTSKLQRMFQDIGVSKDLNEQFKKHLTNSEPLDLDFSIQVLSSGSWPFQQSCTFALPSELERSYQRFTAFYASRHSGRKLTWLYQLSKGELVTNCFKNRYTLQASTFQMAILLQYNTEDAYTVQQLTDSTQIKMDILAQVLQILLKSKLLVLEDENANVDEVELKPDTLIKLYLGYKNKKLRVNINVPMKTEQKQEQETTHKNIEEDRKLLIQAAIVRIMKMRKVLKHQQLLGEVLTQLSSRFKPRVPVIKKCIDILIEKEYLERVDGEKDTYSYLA
* hit, by the source's call.

RBX1-CUL1 inh	SMILES
-8.6	COc1ccc(Cn2ccnc2SCC(=O)Nc2nc3ccccc3s2)cc1
5.1	CC(C)N1CC=C2C(C#N)C(=N)C(C#N)(C#N)C(c3ccncc3)C2C1 (stereo unspecified)
4.2	Cc1nc(-c2ccc(S(=O)(=O)NCc3ccc(N(C)C)cc3)cc2)co1
1.8	CCCn1ncc(-c2ccnc(NCCSc3ncn[nH]3)n2)c1C
5.7	O=C(Nc1ccc(Br)cc1)c1ccc(Cl)c(S(=O)(=O)N2CCCCCC2)c1
2.7	COc1ccc(NC(=O)CN2C(=O)c3ccccc3Sc3ccc(C(=O)N4CCOCC4)cc32)c(OC)c1
-6.2	O=C(Cc1ccccc1)N(c1ccccc1)c1ccc2ccccc2c1
-4.1	CCOCCOC(=O)C1C(C)=NC(=O)NC1c1ccc2c(c1)OCO2 (stereo unspecified)
-11.1	Cc1ccn(-c2cccc(-n3ccc(C)n3)n2)n1
-1.4	O=C(COc1ccc(C(=O)Nc2cccc(C(F)(F)F)c2)cc1)NCc1ccccc1
4.6	Cc1ccc(NC(=O)c2ccc3c(c2)NC(=O)c2ccccc2S3)c(Cl)c1
0.2	Cc1nc(-c2ccccc2)nc(C)c1OCC(=O)O
2.8	CSc1ccc(CC2(CCC(=O)NCc3cccc(Cl)c3)CCC(=O)N2)cc1 (stereo unspecified)
-4.4	O=C(CSc1nc2cc(C(=O)NC3CCCC3)ccc2c(=O)n1CC1CCCO1)c1ccc(F)cc1 (stereo unspecified)
-3.3	Cc1cccc(NC(=O)c2c(C)cc(C)nc2SCC(=O)Nc2c(C)cc(C)cc2C)c1
2.6	CCCOC(=O)c1ccc(NC(=S)NC(C)=O)cc1
1.0	Cc1cc(=O)n2[nH]c(C(=O)NCc3ccccc3)nc2n1
-8.6	COc1ccc2nc3oc(C(=O)N(C)c4ccc(Cl)cc4)cc3cc2c1
-6.2	COc1ccc(NC(=O)Cn2c(=O)n(CC3CCCO3)c(=O)c3ccccc32)cc1 (stereo unspecified)
5.5	CC(=O)c1ccc(NC2NS(=O)(=O)C3CCCCC23)cc1 (stereo unspecified)
4.0	Cc1nonc1CN(C)C(=O)c1cn(CCN2CCCCC2)nn1
2.1	Nc1c(C(=O)Nc2ccc3ccccc3c2)sc2nc(-c3ccccc3)cc(C(F)(F)F)c12
-6.4	Cc1cccc(C(=O)Nc2cccc(OCc3cc(=O)n4cc(C)sc4n3)c2)c1
-3.0	Cn1c(SCC(=O)Nc2ccc(Cl)cc2Cl)nc2ccccc21
0.1	Cc1cc(=O)[nH]c(N=C(N)Nc2ccc(Br)cc2)n1
-2.8	CCOc1ccc(C(=O)NCC(c2ccc3c(c2)OCO3)N2CCN(c3ccc(F)cc3)CC2)cc1 (stereo unspecified)
-5.8	O=C(Nc1ccc(F)cc1)c1ccc2c(c1)NC(=O)c1ccccc1S2
3.8	CC(C)(N)c1cn(CC2CCCN(C(=O)NCc3ccc(Cl)cc3)C2)nn1 (stereo unspecified)
9.3	Cc1ccc(C(=O)NC2CCCc3nc(-c4cccnc4)ncc32)cn1 (stereo unspecified)
-5.1	COc1ccc(-c2cnnc(NC(C)Cc3cccc(C)n3)n2)cc1 (stereo unspecified)
6.4	COC(=O)C(Nc1nc(C)cc(OC)n1)C(C)C (stereo unspecified)
2.5	CC(C)(C#N)NC(=O)c1ccco1
3.8	CCc1ccc(C(=O)c2cn(CC(=O)Nc3ccc(OC)cc3OC)c3ccc(CC)cc3c2=O)cc1
4.7	CSc1nc2sc(-c3ccccc3)cc2c(=O)n1N
10.7	COc1cc(/C=C2\SC(=O)N(CC(=O)N3CCOCC3)C2=O)ccc1OCC(=O)O
-6.4	COc1nc(C)nc(NCCC2=CCCCC2)c1[N+](=O)[O-]
-2.3	C=CCOc1ccc(C2C(C(=O)c3cc4ccccc4o3)C(=O)C(=O)N2c2nc3ccc(OCC)cc3s2)cc1 (stereo unspecified)
-3.5	COc1ccc(C2CC(=O)c3c(C)nc(N4CCN(C=O)CC4)nc3C2)c(OC)c1 (stereo unspecified)
-7.6	COc1cccc(NC(=O)c2snnc2C)c1
11.2	Cc1nc2c(C(=O)NCCc3ccccc3)c[nH]n2c(=O)c1Cc1ccc(F)cc1Cl
2.0	CCOC(=O)c1c(-c2ccc(C)cc2)csc1NC(=O)c1cc(-c2ccc(C)c(F)c2)on1
4.7	N#CCC(=O)N1NC(=Nc2ccccc2)SCC1=O
2.1	COC(F)(C(=O)Nc1ccccc1C(C)C)C(F)(F)F (stereo unspecified)
-1.2	COC(=O)[C@]1(C)C[C@H](C(=O)NCc2ccncn2)[C@H](c2ccccc2Cl)N1C
-1.2	O=C1Nc2ccccc2C(=O)C1(Cl)Cc1ccccc1 (stereo unspecified)
0.6	c1ccc2c(c1)CC1(CCCCC1)N=C2Nn1cnnc1
-7.5	CC(C)(CO)CNC(=O)C1(N2CCCCC2)Cc2ccccc2C1
10.6	CC1(C)Cc2c(sc3nc(-c4ccccc4)n(N)c(=O)c23)CO1
-5.5	COc1ccccc1CCNC(=O)Cc1c(C)c2ccc(O)cc2oc1=O
-2.1	CCn1c(SCC(=O)Nc2ccc(C)cc2)nnc1-c1cccs1
-11.3	CCC(NS(=O)(=O)c1ccccc1)(C(=O)O)c1ccccc1 (stereo unspecified)
1.8	O=C(NCCCO)C(=O)NCC(c1ccc2c(c1)OCO2)N1CCOCC1 (stereo unspecified)
5.4	O=c1c2ccccc2oc2c(O)cccc12
3.7	C=CCN1C(=O)S/C(=C\c2cc(C)n(-c3ccc(C)cc3)c2C)C1=O
2.2	CCc1nnc(NC(=O)C2CCC2)s1
4.0	CCN(CC)CC(=O)N1CCC(C(=O)Nc2ccc(-c3nc4ccccc4o3)cc2)CC1
-2.8	COc1ccc(NC(=O)CSc2nc3c(oc4ccccc43)c(=O)n2-c2ccccc2)cc1OC
3.5	Cc1cc(Cl)ccc1OCC(=O)N1CCC(c2nc3ccccc3s2)CC1
6.7	COc1ccccc1C(=O)Nc1ccc(Oc2ccc(C(=O)O)c(C(=O)O)c2)cc1
3.4	Cc1cc(C)c2c(N)c(-c3nnc(SC(C)C)n3-c3ccccc3)sc2n1

Among those listed so far, these have bromine:
RBX1-CUL1 inh	SMILES
5.7	O=C(Nc1ccc(Br)cc1)c1ccc(Cl)c(S(=O)(=O)N2CCCCCC2)c1
0.1	Cc1cc(=O)[nH]c(N=C(N)Nc2ccc(Br)cc2)n1

More entries.
RBX1-CUL1 inh	SMILES
8.9	Cc1cc(N2CCN(c3cccc(C(F)(F)F)c3)CC2)n2nc(-c3ccccc3C)nc2n1
-2.7	Cc1ccc2oc(-c3ccc(Cl)c(NC(=O)c4ccc(-c5ccccc5[N+](=O)[O-])o4)c3)nc2c1
-1.2	N#CC1(C#N)[C@@H](C(=O)c2ccccc2)C12CCN(C(=O)OCc1ccccc1)CC2
4.1	COc1ccc(CNCC(C)(C)CO)cc1OCC(O)CN(C)C(C)C (stereo unspecified)
7.8	CN(Cc1ccc(C(C)(C)C)cc1)Cc1cccc2c1OC(C)(C)C2
8.2	CCN(CC)CCN1C(=O)C(=O)C(C(=O)c2ccc3c(c2)OCCO3)C1c1cccc2ccccc12 (stereo unspecified)
4.2	CCCOC(=O)c1ccc(NC(=S)NC(=O)C(C)C)cc1
4.0	CCOC(=O)C(C)N1C(=O)S/C(=C/c2ccc(C)s2)C1=O (stereo unspecified)
-5.3	CCc1ccc(NC(=O)CCn2cnc3ccccc3c2=O)cc1
4.5	CN1C(=O)/C(=C/c2ccc(N3CCCCC3)cc2)SC1=Nc1ccc(N2CCOCC2)cc1
4.0	O=C(N/N=C(\c1ccccc1)c1ccncc1)NC(=O)c1c(F)cccc1F
-2.0	CCOC(=O)c1cc(-c2ccc(C(C)(C)C)cc2)nc2ccc3ccccc3c12
-4.8	COC(=O)C(NC(=O)COc1ccccc1)(Nc1nc2c(s1)CCCC2)C(F)(F)F (stereo unspecified)
8.2	Cc1nn(-c2ccc(C(=O)O)cc2)c(N)c1-c1ccccc1
17.3	O=C(c1ccc(CS(=O)(=O)c2c(Cl)cccc2Cl)o1)N1CCN(c2ccccc2)CC1
-0.7	c1cc(CSc2nc3ccccc3[nH]2)nc(CSc2nc3ccccc3[nH]2)c1
-5.1	CN(Cc1ccccc1)S(=O)(=O)c1cc(Br)cc2c1N(C(=O)C1CC1)CC2
0.6	Cc1c(N=Cc2ccc(O)c(Br)c2)cccc1[N+](=O)[O-]
8.9	CCOc1ccccc1NC(=O)C1C(C)=NC(=O)NC1c1ccc(O)cc1 (stereo unspecified)
13.2	Cc1ccc(C2=NC(C=Nc3sc(C)c(C)c3C#N)C(=O)O2)cc1 (stereo unspecified)
0.0	CCOC(=O)CN1C(C)=[N+](C)c2cccc3cccc1c23
6.4	Cc1cc(C)c(C(=O)N2CCCC(CCc3ccccc3C)C2)c(=O)[nH]1 (stereo unspecified)
7.6	CC1=NN(Cc2cccc(C)c2)c2nc3c(c(=O)n(C)c(=O)n3C)n2C1
2.7	Cc1ccccc1-n1c(SCC(=O)Nc2ccccc2)nc2nc3c(cc2c1=O)CCCC3
-3.5	COc1cc(OC)c(N(C)C(=O)c2cc3c(=O)oc4ccccc4c3s2)cc1Cl
0.7	CCCCCOc1ccc(C2C(C(=O)c3cc4ccccc4o3)C(=O)C(=O)N2c2nc(C)c(C(C)=O)s2)cc1OC (stereo unspecified)
-7.7	Nc1c(C(=O)Nc2cc(Cl)cc(Cl)c2)sc2nc(-c3ccncc3)ccc12
-10.4	COc1ccc(Nc2nc(N)nc(CN3CCCCC3C)n2)cc1 (stereo unspecified)
7.8	CCCn1cc(-c2ccnc(N3CC(N4CCCCC4C)C3)n2)c(C)n1 (stereo unspecified)
-5.4	CCOC(=O)Cn1nc(C)c(NC(=O)COc2ccc(Cl)cc2C)c1C

Given tab-delimited: part of the list above.
SMILES	RBX1-CUL1 inh
CN(Cc1ccc(C(C)(C)C)cc1)Cc1cccc2c1OC(C)(C)C2	7.8
CCc1ccc(NC(=O)CCn2cnc3ccccc3c2=O)cc1	-5.3
Cc1cc(C)c2c(N)c(-c3nnc(SC(C)C)n3-c3ccccc3)sc2n1	3.4
O=C(Cc1ccccc1)N(c1ccccc1)c1ccc2ccccc2c1	-6.2
COC(=O)C(NC(=O)COc1ccccc1)(Nc1nc2c(s1)CCCC2)C(F)(F)F (stereo unspecified)	-4.8
c1cc(CSc2nc3ccccc3[nH]2)nc(CSc2nc3ccccc3[nH]2)c1	-0.7
CCn1c(SCC(=O)Nc2ccc(C)cc2)nnc1-c1cccs1	-2.1

Copied from the list.
In RBX1-CUL1 inh, Cc1c(N=Cc2ccc(O)c(Br)c2)cccc1[N+](=O)[O-] has the entry 0.6
In RBX1-CUL1 inh, CCCn1cc(-c2ccnc(N3CC(N4CCCCC4C)C3)n2)c(C)n1 (stereo unspecified) has the entry 7.8
In RBX1-CUL1 inh, CCCCCOc1ccc(C2C(C(=O)c3cc4ccccc4o3)C(=O)C(=O)N2c2nc(C)c(C(C)=O)s2)cc1OC (stereo unspecified) has the entry 0.7
In RBX1-CUL1 inh, Nc1c(C(=O)Nc2cc(Cl)cc(Cl)c2)sc2nc(-c3ccncc3)ccc12 has the entry -7.7

The listing continues:
RBX1-CUL1 inh	SMILES
2.6	O=c1cc2nc(-c3ccccc3)nc(SCCOc3ccc(Cl)cc3)n2[nH]1
-4.8	Cc1ccc(NC(=S)NC(=O)C(C)C)cc1
8.1	COc1ccc(C(CC(=O)NCC2(c3ccccc3)CCOCC2)c2ccccc2)cc1 (stereo unspecified)
7.5	COc1cccc(C(=O)Nc2ccc3nc4n(c(=O)c3c2)CCCCC4)c1
8.5	Cc1ccc(NC(=O)C(C)Oc2ccccc2C)cc1O (stereo unspecified)
-2.2	Cc1ccc(NCc2cc(Br)ccc2O)cc1C
-7.7	O=C(/C=C/c1cccn(-c2ccccc2)c1=S)c1ccco1
-0.9	C=CCN(Cc1ccc(OCC)c(OC)c1)C(=O)Nc1cccc(Cl)c1
-20.3	Cc1cccc(C(=O)Nc2nc3c(s2)C(=O)CC(C(=O)NCC2(N4CCOCC4)CCCC2)C3)c1 (stereo unspecified)
3.1	CCCCOC(=O)CSc1ncnc2sc3c(c12)CCC(C)C3 (stereo unspecified)
-3.1	O=C1N=CC(c2nc(Br)cs2)C(=O)N1 (stereo unspecified)
-1.4	CC(CNC(=O)c1ccc(CSc2nc3ccncc3n2Cc2cccc(F)c2)cc1)c1ccccc1 (stereo unspecified)
1.9	CCN(CC)C(=O)Cn1cc(C(=O)N2CCCC(c3ccccc3)CC2)nn1 (stereo unspecified)
-2.2	Fc1ccc(/C=N/Nc2nc3ccccc3s2)cc1
-0.5	CCCc1noc(CN2CCC(N3CCSCC3)CC2)n1
7.1	CCOC(=O)C1(C/C=C/c2ccccc2)CCCN(Cc2nccs2)C1 (stereo unspecified)
-10.6	CCCCN(C)CCNC(=O)c1c2c(nc3ccccc13)C(=O)N(C1CCCCC1)C2
7.2	CCOc1ccc(Br)cc1C1C(C(=O)Nc2ccccc2OC)C(C)=Nc2nnnn21 (stereo unspecified)
-10.1	Cc1ccc(NC(=O)Cn2cc(C(=O)c3ccco3)c3ccccc32)c(C)c1
-15.4	Cc1ccc(CNC(=O)c2ccc(-c3nc(CN4CCc5ccccc54)c(C)o3)cc2)cc1
10.6	O=C(COc1cccc(Br)c1)Nc1ccc(N2CCCCC2)cc1
-5.2	COC(=O)CSc1ncc2c(n1)-c1ccccc1N(Cc1ccccc1C)S2(=O)=O
-1.3	COc1ccc(C(=O)NC(=S)NC(C)c2ccccc2)cc1 (stereo unspecified)
71.8*	CCOC(=O)c1sc(N2C(=O)C=CC2=O)c(C#N)c1C
7.6	O=C(O)c1cc([N+](=O)[O-])c(NCc2cccnc2)c([N+](=O)[O-])c1
-3.0	Cc1ccc(S(=O)(=O)Nc2cc3c(cc2NCc2ccccc2)n(C)c(=O)n3C)c(C)c1
-4.4	Cc1[nH]cnc1CSCc1ccc(F)cc1
-10.8	COCC(OC)(c1ccccc1)c1ccccc1
0.4	O=C(NC1CCCC1)c1ccc(F)c(S(=O)(=O)N2CCOCC2)c1
5.7	COc1ccc(NC(=O)c2ccc(Cl)c(Cl)c2)c([N+](=O)[O-])c1
6.8	c1ccc2c(c1)nnn2CSc1nnc(SCn2nnc3ccccc32)s1
-3.4	O=C(CC(c1ccccc1)c1ccccc1F)N1CCC(N2CCOCC2)CC1 (stereo unspecified)
-11.7	O=C1NC(=O)C2(COC(c3cccc([N+](=O)[O-])c3)OC2)S1 (stereo unspecified)
-1.2	CCOC(=O)C1(Cc2ccc(F)cc2F)CCCN(C(=O)c2ccoc2C)C1 (stereo unspecified)

Screens: PubChem, Icahn School of Medicine at Mount Sinai

These rows are one share of the data; rates above refer to the full screens.
